# MrgX1 agonist = human MrgX1 receptor agonism, primary screen; Q96LB2; MrgX1-HEK293 cells, Fluo-4 calcium fluorescence, agonist mode; hits give high values; B-score at 10 µM; 310,000 tested, 0.44% active;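 active = calcium response B-score plate-corrected fluorescence ratio at least 3 library SD, with starting fluorescence B-score inside 5 SD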
# Target sequence (Q96LB2 whole entry, looked up): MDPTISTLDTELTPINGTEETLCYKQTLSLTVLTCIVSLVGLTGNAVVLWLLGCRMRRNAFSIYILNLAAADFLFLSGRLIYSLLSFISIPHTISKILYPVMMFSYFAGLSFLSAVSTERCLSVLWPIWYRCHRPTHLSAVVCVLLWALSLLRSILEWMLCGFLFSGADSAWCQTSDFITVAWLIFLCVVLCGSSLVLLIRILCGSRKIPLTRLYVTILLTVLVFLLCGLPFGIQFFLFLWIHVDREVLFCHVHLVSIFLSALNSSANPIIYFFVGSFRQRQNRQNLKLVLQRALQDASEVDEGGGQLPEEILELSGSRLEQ
#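 System: HEK293 cells stably expressing human MrgX1 receptor; Dosing: test compound in the initial addition of three; Schedule: overnight plating, then 30 min 37 °C plus 30 min room-temperature dye loading; Detection: kinetic calcium dye fluorescence, Fluo-4 NW; Controls: per-plate positive and negative controls for Z′ factor.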
# MrgX1 antag = antagonists of human MrgX1 receptor; Q96LB2; MRGX1-HEK293 calcium flux, Fluo-4, BAM8-22 antagonism; hits give low values; B-score at 10 µM; 310,000 tested, 1.3% active;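 active = calcium-response B-score plate-corrected more than 3 library SD below zero, starting fluorescence within 5 deviations, no agonist response on first addition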;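 also: peak minus trough fluorescence over baseline after final BAM8-22 challenge near maximal dose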
# TRPC4 block = inhibitors of mouse TRPC4 channel; AID 2247; HEK293 TRPC4beta/mu-opioid, DAMGO-evoked Fluo4 calcium flux; hits give low values; B-score at 10 µM; 300,000 tested, 0.39% active;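 active = B-score over 3 SD under the library average, no early fluorescence shift, positive overall ratio signal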
#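 Assay system: HEK293 cells with stable TRPC4beta plus mu-opioid receptor expression; Probe or stimulus: DAMGO in two steps, submaximal then maximal; Dosing: single-point compound dosing; Measured by: Fluo4 calcium-dye fluorescence, kinetic read; Read-out basis: B score from integrated Fluo4 fluorescence ratio.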
# RGS4 act = RGS4 potentiation or activation; HEK293 M3R/inducible RGS4, carbachol calcium flux Fluo4; hits give low values; B-score at 10 µM; 310,000 tested, 0.92% active; AID 463111;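 active = B-score of the integrated calcium signal more than 4 SD below the library mean, with starting fluorescence not abnormally high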;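 also: negative B-score means reduced calcium response which marks RGS4 activation or potentiation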
#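 Detection: kinetic calcium fluorescence imaging with Fluo4-AM dye, 2 µM / Material: HEK293 cells with stable M3R and inducible RGS4 / Schedule: recording 10 s baseline at 1 Hz, 100 s post-agonist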
# MrgX1 allo act = human MrgX1 positive allosteric modulation, primary screen | MrgX1-HEK293, Fluo-4 calcium flux, FDSS; hits give high values | AID 588675 | B-score at 10 µM | Q96LB2 | 310,000 tested, 0.63% active;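 active = plate-corrected calcium response at least 3 library SD above typical, normal starting fluorescence, not activating the receptor alone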;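 also: compound read alongside a low EC10 to EC30 dose of BAM8-22 agonist; peak minus trough fluorescence over baseline measured at the second addition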
# Platelet DG rel = modulates dense granule release in human platelets | human platelet-rich plasma, SFLLRN dense granule ATP release, luminescence | 300,000 tested, 0.22% active | inhibition, %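 (compounds screened at 7.5 µM in platelet-rich plasma)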;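 active = mean replicate score, as percent of positive control, at or above 50; inconclusive = mean below 50 but at least one replicate at or above 50; inactive = mean and every replicate below 50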
# SKKanGAS inh = SKKanGAS growth inhibition; 300,000 tested, 1.3% active; inhibition, % at 7.5 µM; S. pyogenes SKKanGAS, kanamycin growth, BacTiter-Glo, 6 h; AID 1662;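 active = mean replicate score, as percent of positive control median, at least 50; inconclusive = mean below 50 but one replicate at or above 50; inactive = mean and every replicate below 50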;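 also: strain carries kanamycin resistance gene driven by streptokinase promoter and grows in 40 µg/ml kanamycin; loss of luminescence reflects streptokinase promoter inhibition or plain growth inhibition; 0% = median of DMSO wells and 100% = positive control at its reference dose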
# RGS4 block = inhibitors of human RGS4 | B-score at 10 µM | P49798 | 310,000 tested, 0.45% active | HEK293 M3R/RGS4 inducible, Fluo-4 calcium flux; hits give high values; triggered by carbachol at its EC20 | AID 463165;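 active = B-score, a plate-corrected calcium signal, over three deviations above library mean, with baseline fluorescence within five deviations of library mean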;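 also: RGS4 expression induced by doxycycline in cells with stable M3 receptor; B-score is computed from the integrated fluorescence ratio over baseline after carbachol; higher B-score means a larger calcium signal and so more RGS4 inhibition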
# Target sequence (P49798 whole entry, looked up): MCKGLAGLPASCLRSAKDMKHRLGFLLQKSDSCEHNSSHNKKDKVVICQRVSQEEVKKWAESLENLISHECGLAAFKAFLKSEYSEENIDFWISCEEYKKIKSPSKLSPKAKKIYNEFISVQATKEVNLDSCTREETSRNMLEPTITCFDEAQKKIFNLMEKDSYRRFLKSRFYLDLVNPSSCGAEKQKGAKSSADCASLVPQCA
# TRPC6 inh = blocks the mouse TRPC6 cation channel | Q61143 | HEK293-TRPC6, membrane potential dye, ACh-evoked depolarization; hits give low values | B-score at 10 µM | 310,000 tested, 1.1% active;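 active = B-score under library mean minus 3 SD, initial fluorescence not abnormally high, positive integrated signal ratio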;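 also: B-score derived from integrated fluorescence ratio over the kinetic read; more negative B-score means stronger inhibition of depolarization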
# HIF activator = HIF pathway transcriptional activation. U2OS HRE-luciferase reporter, luminescence; normalized: DMSO 0%, desferrioxamine 100%. activation, % at 7.5 µM (by protocol). 300,000 tested, 0.32% active;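 active = mean activation of at least 10% of the iron chelator positive control signal, with at least half of replicates also reaching 10%; inconclusive = mean and replicate majority disagree about reaching 10%; inactive = mean and most replicates under 10%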
# TRPC6 activator = mouse TRPC6 channel activation. Q61143. HEK293-TRPC6 membrane potential dye fluorescence; hits give high values. B-score at 10 µM. 310,000 tested, 0.13% active;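 active = B-score of the integrated fluorescence ratio above library mean plus 3 SD, and starting fluorescence ratio within library mean plus 5 SD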;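 also: higher score means more depolarization so channel activation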
# Starred values were filed as active, the others as inactive; i = inactive; ? = inconclusive; / = not tested or not shown.
SMILES,MrgX1 agonist,MrgX1 antag,TRPC4 block,RGS4 act,MrgX1 allo act,Platelet DG rel,SKKanGAS inh,RGS4 block,TRPC6 inh,HIF activator,TRPC6 activator
Cc1cccc(C)c1-n1c(C)nn(Cc2ccc([N+](=O)[O-])cc2)c1=O,i,i,i,i,i,11,1,i,i,-0.3,i
CCOC(=O)C1=C(C(F)(F)F)Nc2ncnn2C1c1ccc(OC)c(OC)c1OC (stereo not drawn),i,i,i,i,i,-2,-2,i,i,0.2,i
COCCn1c(SCC(=O)c2ccc(CNC(C)=O)o2)nc2ccccc2c1=O,i,i,i,i,i,2,4,i,i,-0.1,i
CCOC(=O)c1c(C)oc2c(F)c(F)c(F)c(F)c2c1=O,i,i,i,i,i,9,4,i,i,0.0,i
O=C(NC(Cc1c[nH]c2ccccc12)C(=O)N/N=C/c1cccnc1)c1cccs1 (stereo not drawn),i,i,i,i,i,0,-5,i,i,0.2,i
Cc1cccc(NC(=O)NNC(=O)COc2ccc(Cl)cc2)c1,i,i,i,i,i,-6,-13,i,i,-0.2,i
Cc1nonc1C1CCCN1Cc1cn[nH]c1-c1ccc2c(c1)OCO2 (stereo not drawn),i,i,i,i,i,1,-6,i,i,-0.6,i
Cc1cc(NC(=O)CSCC(=O)N(C)Cc2ccc(Cl)cc2Cl)no1,i,i,i,i,i,-5,-5,i,i,-2.6,i
Cc1ccc(CN(Cc2ccco2)C(=S)NCC(=O)NC2CC2)cc1,i,i,i,i,i,-5,-3,i,i,0.1,i
O=C1CN(C(=O)NCC(=O)N[C@@H](Cc2ccccc2)C(=O)O)c2ccccc2N1,i,i,i,i,i,5,2,i,i,0.4,i
COc1ccc(S(=O)(=O)NNC(=O)c2cccs2)cc1,i,i,i,i,i,-3,3,i,i,1.4,i
Cc1c(OCC(=O)N2CCC(C(=O)O)CC2)ccc2c3c(c(=O)oc12)CCC3,i,i,i,i,i,-5,3,i,i,4.1,i
Cc1nc2ccccn2c1/C(O)=C1\C(=O)C(=O)N(CCN2CCOCC2)C1c1cccs1 (stereo not drawn),i,i,i,i,i,-5,1,i,i,0.1,i
Cc1noc(C)c1C(=O)N1CCC(C(=O)c2ccc(F)cc2F)CC1,i,i,i,i,i,-3,-9,i,i,0.3,i
COc1ccc(-n2sc3c(c2=S)-c2cc(OC)ccc2NC3(C)C)cc1,i,i,i,i,i,-4,24,i,i,-0.2,i
O=C(CN1c2cccc3cccc(c23)S1(=O)=O)Nc1ccccc1,i,i,i,i,i,-1,3,i,i,0.4,i
O=C(Nc1ccc(Cl)cc1)c1ccc(S(=O)(=O)N2CCOCC2)cc1,i,i,i,i,i,6,3,i,i,-0.2,i
COc1cccc(OCc2cc(C(=O)N(C)C3CCOCC3)no2)c1,i,i,i,i,i,21,-1,i,i,0.4,i
c1ccc2c(N3CCOCC3)c3c(nc2c1)CCC3,i,i,i,i,i,-1,-2,i,-5.3*,-0.9,i
CC(=O)Nc1ccccc1C(=O)C(=O)Nc1cccc(C(=O)NC2CC2)c1,i,i,i,i,i,15,1,i,i,0.5,i

# 3 of the entries above in order of their number in Platelet DG rel, lowest first.
structure | MrgX1 agonist | MrgX1 antag | TRPC4 block | Platelet DG rel | RGS4 block | TRPC6 activator
COc1ccc(S(=O)(=O)NNC(=O)c2cccs2)cc1 | i | i | i | -3 | i | i
O=C1CN(C(=O)NCC(=O)N[C@@H](Cc2ccccc2)C(=O)O)c2ccccc2N1 | i | i | i | 5 | i | i
O=C(Nc1ccc(Cl)cc1)c1ccc(S(=O)(=O)N2CCOCC2)cc1 | i | i | i | 6 | i | i

# (cont.)
SMILES,MrgX1 agonist,MrgX1 antag,TRPC4 block,RGS4 act,MrgX1 allo act,Platelet DG rel,SKKanGAS inh,RGS4 block,TRPC6 inh,HIF activator,TRPC6 activator
CCN(CC(=O)Nc1ccc(NC(C)=O)cc1)CC(=O)Nc1cccc(Cl)c1,i,i,i,i,i,4,4,i,i,1.1,i
CN(C)S(=O)(=O)c1ccc(Cl)c(NC(=O)CSc2nc3ccccc3c(=O)n2CCCN2CCOCC2)c1,i,i,i,i,i,?,0,i,i,-0.6,i
O=C1CC(c2cc(-c3ccccc3)no2)C1,i,i,i,i,i,-1,-4,i,i,3.1,i
CCc1nn(CC(=O)NCCCN(CC)Cc2ccccc2)c(=O)c2cc3sccc3n12,i,i,i,i,i,-3,-1,i,i,-0.3,i
CC1CCC(NC(=O)CN2CCCN(Cc3ccc(F)cc3Cl)C2=O)CC1 (stereo not drawn),i,i,i,i,i,1,1,i,i,-0.3,i
COc1ccccc1C(=O)Nc1sc2c(c1C#N)CCC2,i,i,i,i,i,-8,0,i,i,-22,i
CCCc1nc2ccccc2c(C(=O)O)c1CC,i,i,i,i,i,-1,-2,i,i,-1.7,i
Cc1c(CNCCc2ccc(Cl)cc2)c(C(=O)O)c(C)n1-c1ccccc1,/,/,i,i,/,2,0,i,i,0.8,i
CCN(CC)c1ccc(NC(=O)COc2ccccc2C#N)cc1S(=O)(=O)Nc1ccccc1OC,i,i,i,i,i,3,-3,i,i,-0.1,i
C=C[C@@](C)(O)CC[C@@H]1[C@@]2(C)CCCC(C)(C)[C@@H]2CC[C@@]1(C)O,i,i,i,i,i,0,1,i,i,0.0,i
CC(=O)c1cnc2scnn2c1=O,i,i,i,i,i,6,1,i,i,0.1,i
COC(=O)CCC/C=C1\SC[C@@H](NC(=O)c2ccccc2)C1NC(C)=O (stereo partly drawn),i,i,i,i,i,-12,-17,i,i,-0.3,i
O=C1NC(c2ccccn2)Nc2sc3c(c21)CCC3 (stereo not drawn),i,i,i,i,i,0,0,i,i,1.4,i
Cc1cc(C)c(C(=O)CSc2nnc(-c3cccnc3)n2C)c(C)c1,i,i,i,i,i,6,3,i,i,0.3,i
COc1ccccc1NC(CC(=O)c1ccccc1)C(=O)OCC(=O)c1ccc(Br)cc1 (stereo not drawn),i,i,i,i,i,2,6,i,i,7.0,i
COc1ccc(OCC(=O)Nc2ccc(S(=O)(=O)Nc3cc(C)nc(C)n3)cc2)cc1,i,i,i,i,i,0,-4,i,i,0.0,i
O=C(NC12CC3CC(CC(C3)C1)C2)c1cc2nc(-c3ccco3)cc(C(F)(F)F)n2n1,i,i,i,i,i,4,28,i,i,0.0,i
COC(=O)C(Cc1ccccc1)NC(=O)c1ccc(C)cc1 (stereo not drawn),i,i,i,i,i,9,-8,i,i,0.0,i
O=C(CSc1nnc(SCc2ccccc2)s1)N/N=C/c1ccc(C(=O)O)cc1,i,i,i,i,i,-1,7,i,i,-0.2,i
CC(C)C[C@H](NC(=O)NCc1ccccc1Cl)C(=O)O,i,i,i,i,i,3,-3,i,i,0.0,i
CC(C)c1ccc(OC(=O)NCCO)cc1,i,i,i,i,i,12,-3,i,i,0.6,i
COc1ccc(C2C(C#N)=C(N)OC3=C2C(=O)CC(C)C3)c(OC)c1OC (stereo not drawn),i,i,i,i,i,5,-6,i,i,-0.1,i
COc1ccccc1Oc1ccc2c(c1)C(=O)N(c1cccc(O)c1)C2=O,i,i,i,i,i,-4,-11,i,i,0.3,i
COc1ccc(S(=O)(=O)N2CCN(C(=O)Nc3ccccc3OC)CC2)cc1,i,i,i,i,i,-15,4,i,i,0.5,i
COc1ccccc1NC(=O)COC(=O)c1ccccn1,i,i,i,i,i,9,1,i,i,0.3,i
Cc1ccc(-n2c(Cc3ccccc3)n[nH]c2=S)cc1,i,i,i,i,i,2,-2,i,i,0.0,i
CCN(Cc1ccccc1)C(=O)Cn1cc(S(=O)(=O)NC)c(S(=O)(=O)NC)c1,i,i,i,i,i,-3,-3,i,i,-0.5,i
CCOc1ccccc1NC(=O)C(Sc1ccccc1)c1ccccc1 (stereo not drawn),i,-5*,i,-7.3*,i,-6,16,i,i,0.0,i
COc1ccc(OC)c(S(=O)(=O)Nc2cc(Cl)cc(Cl)c2)c1,i,i,i,i,i,-4,11,i,i,-0.9,i
O=C(/C=C/Nc1ccccc1F)c1ccc(Br)cc1,i,i,i,i,i,2,1,i,i,-0.4,i
Oc1cccc(Nc2ncnc3c2oc2ccccc23)c1,i,i,i,i,i,-2,3,i,i,5.2,i
CC(=O)Nc1ccc(S(=O)(=O)NC2=NCN(C)CN2)cc1,i,i,i,i,i,-3,-5,i,i,-0.3,i
O=C(CNC(=O)C(c1ccccc1)c1ccccc1)N/N=C\c1ccc(C(=O)O)cc1,i,i,i,i,i,-7,-8,i,i,0.7,i
Cc1ccc2c(CC(=O)Nc3cccc(S(=O)(=O)N4CCOCC4)c3)coc2c1,i,i,i,i,i,-2,6,i,i,0.9,i
Cc1ccc(S(=O)(=O)NCCC(=O)OCC(=O)N2CCCC2=O)cc1,i,i,i,i,i,-11,-7,i,i,-0.3,i
COc1ccc(CN2CC(C(=O)NCCc3ccccc3)CC2=O)cc1 (stereo not drawn),i,i,i,i,i,4,-8,i,i,-0.5,i
CCOC(=O)N1C(=O)c2cc(OC)ccc2S1(=O)=O,i,i,i,i,i,-1,-2,i,i,-0.1,i
NC(=O)NOCc1ccc(F)cc1Cl,i,i,i,i,i,-1,-16,i,i,-0.2,i
Cc1nc2ccc(C(=O)O)cc2[nH]1,i,i,i,i,i,0,-5,i,i,-1.1,i
Cc1ccc(O)c(Nc2ncnc3ccc([N+](=O)[O-])cc23)c1,i,i,i,i,i,12,-1,i,i,1.3,i
COc1ccc(CN=CC2=C(O)CC(C)(C)CC2=O)cc1,i,i,i,i,i,8,8,i,i,1.0,i
O=C(Oc1ccc(OC(=O)N2CCCCC2)cc1)c1ccccc1,i,i,i,-10*,i,-2,-6,i,i,0.8,i
COc1cc(S(=O)(=O)NCc2ccc3c(c2)OCO3)c(OC)cc1C,i,i,i,i,i,-5,-2,i,i,-33,i
Fc1ccc(C(c2nnnn2C2CCCC2)N2CCN(Cc3ccncc3)CC2)cc1 (stereo not drawn),i,i,i,i,i,16,-3,i,i,0.0,i
CCOC(=O)c1ncccc1NC(=O)CC(=O)Nc1cccnc1C(=O)OCC,i,i,i,i,i,-1,1,i,i,1.4,i
Cc1nc2c(c(=O)n1CCC1=CCCCC1)c1nc3ccccc3nc1n2/N=C/c1ccco1,i,i,i,i,i,0,39,i,i,-0.1,i
CCOC(=O)C1CCCN(S(=O)(=O)c2ccc3c(c2)NC(=O)CO3)C1 (stereo not drawn),i,i,i,i,i,5,-5,i,i,0.0,i
